Source: PubChem BioAssay
MRP reversal – compounds reversing MRP-mediated drug resistance; H69AR cells + 2 uM doxorubicin, CellTiter-Glo, 72 h; differential viability (reversal), % at 10 µM; 85,000 tested, 0.04% active;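 active means viability drop by adding the cancer drug above about 55%, with treated viability meeting a 40% cutoff, limit read from the data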;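 further: viability without doxorubicin minus viability with 2 µM doxorubicin for each compound; larger differential means the compound sensitizes cells more to doxorubicin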
Bcl-B TR3 displacers – displacers of TR3 peptide from Bcl-B, primary screen, selectivity assay for Bfl-1 inhibitor project, biochemical, fluorescence polarization. FP displacement of FITC-TR3 peptide from Bcl-B; higher % means a stronger effect. displacement, % at 20 µM, or IC50 in µM where a hit was titrated. 96,000 tested, 0.11% active;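 active means displacement above 50% at 20 µM plus a fluorescence interference ratio under 1.5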;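 further: plate controls were wells without compound for no effect and wells lacking Bcl-B protein for full effect; a part of the inactive calls stands beside numbers as strong as those of hits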
NFkB transloc pot – enhances IL-1B driven NFkB nuclear translocation; HUVEC IL-1B NFkB p65 nuclear translocation imaging; activation, % at 2 µM; 94,000 tested, 0.3% active;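 active means activation above 40%, about the mean plus 3 SD, also judged a hit on visual image review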;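 further: percent activation is computed from the nuclear over cytoplasmic p65 intensity ratio; values of inactives mirror those of a sister screen read the other way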
IL1B NFkB inh – blocks IL-1B driven NFkB nuclear translocation in HUVEC cells; HUVEC IL-1B NFkB p65 nuclear translocation imaging; inhibition, % at 2 µM; 94,000 tested, 0.43% active; AID 796;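 active means inhibition above about 30% together with a positive call from visual inspection of the well image, limit read from the data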;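 further: nuclear over cytoplasmic p65 intensity ratio measured by imaging; 0% = IL-1B stimulated DMSO wells and 100% = unstimulated DMSO wells; values of inactives mirror those of a sister screen read the other way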
PLAP inhibitors HTS – PLAP enzyme inhibitors, biochemical, luminescence, HTS (AID 690) | purified PLAP, luminescent substrate; higher % means a stronger effect | inhibition, % at 20 µM; hits with a dose series show IC50 in µM | 96,000 tested, 0.08% active; in the data active means a potency from the dose series; inactive means the rest, 99 in 100 with inhibition below about 30%; further: strong numbers were not always called active
MRP reversal cytotoxicity – second read-out of MRP reversal, no call of its own (marks repeat the call); viability, %; H69AR cells, CellTiter-Glo, 72 h; measured here: cytotoxicity without doxorubicin
MRP reversal with doxorubicin – also measured in MRP reversal; calls as there; viability, %; measured here: viability with 2 uM doxorubicin; hits give low values
IL1B NFkB inh cell count 2 µM – second read-out of IL1B NFkB inh, no call of its own (marks repeat the call); cell count; measured here: cells passing quality filter;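 raw number of nuclei counted in each imaged well without normalization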
NFkB transloc pot cell count 2 µM – further read-out of NFkB transloc pot, marked with its call; cell count; measured here: cells passing quality filter
Active calls of the source: *; . = not tested or not shown. Not all compounds are listed (hit frequency here may not be typical).

SMILES	MRP reversal	MRP reversal cytotoxicity	MRP reversal with doxorubicin	Bcl-B TR3 displacers	NFkB transloc pot	NFkB transloc pot cell count 2 µM	IL1B NFkB inh	IL1B NFkB inh cell count 2 µM	PLAP inhibitors HTS
c1cncc(-c2nc(N3CCOCC3)c3ccccc3n2)c1	-1	60	61	5%	-7	181	7	181	-45%
CN(C)c1nn(C(=O)Nc2ccc(Cl)cc2Cl)cc1-c1ccccc1	.	.	.	-5%	-4	173	4	173	-2%
COC(=O)c1ccccc1NC(=O)c1ccc(COc2ccccc2)o1	-9	75	84	1%	11	78	-11	78	-14%
O=C(c1cccs1)N1CCCC(c2nc(-c3ccc(F)cc3)no2)C1 (stereo not given)	-7	89	95	13%	3	158	-3	158	-38%
Cc1cccc(NC(=O)CSc2nc(C)nc3c2c(=O)n(C)c(=O)n3C)c1	10	53	43	-15%	.	.	.	.	22%
C=CCN1C(=O)C2C(C(=O)NCc3ccccc3)C3C=CC2(O3)C1C(=O)NC(C)(C)C (stereo not given)	-11	75	87	-17%	1	91	-1	91	0%
CCn1cc(S(=O)(=O)CC(=O)Nc2ccc(OC)cc2)c2ccccc21	14	100	85	5%	.	.	.	.	2%
CS(=O)(=O)N1CCCC(C(=O)NCc2ccccc2Cl)C1 (stereo not given)	1	94	92	-5%	-4	116	4	116	15%
CC(C)(C)C(=O)Cn1c[n+](N)cn1	-15	92	108	1%	1	155	-1	155	26%
Cc1cccc(C(=O)NCC2CCCO2)c1 (stereo not given)	3	91	88	.	-9	132	9	132	.
O=C(Nc1nnc(-c2ccc3c(c2)CCCC3)o1)c1ccccc1Cl	9	23	14	-2%	-1	100	1	100	2%
CC(O)CNc1nc2ccccc2n1CC(=O)NCCc1ccc(Cl)cc1 (stereo not given)	13	99	86	-5%	20	187	-20	187	-48%
Cc1[nH]nc2c1C(c1ccc3c(c1)OCO3)C(C#N)=C(N)O2 (stereo not given)	12	107	95	-4%	4	125	-4	125	11%
Cc1ccc(S(=O)(=O)N(C)CC(=O)O/N=C(\N)c2ccccn2)cc1	.	.	.	-4%	1	176	-1	176	9%
CCOc1ccccc1NC(=O)N1CCC(c2nc3ccccc3[nH]2)CC1	-3	83	86	-6%	2	99	-2	99	-27%
O=c1c2c(nc3n1CCCCC3)-c1ccccc1CC21CCCCC1	5	71	67	.	27	133	-27	133	.
Cc1ccc(S(=O)(=O)N2CCC(C(=O)Nc3ccc4c(c3)COC4=O)CC2)cc1	-5	93	98	-2%	1	158	-1	158	-4%
O=C(Nc1ccc(Cl)c(Cl)c1)c1ccncc1	14	96	82	-16%	2	61	-2	61	-4%
O=c1c2c([nH]c3ccccc13)CCCC2	32	92	60	-4%	20	165	-20	165	-18%
O=C(CC1(O)C(=O)N(Cc2ccccc2)c2ccccc21)c1ccncc1 (stereo not given)	-14	17	32	-3%	10	143	-10	143	-4%
CC(=O)Nc1ccc(SCC(=O)c2cc(C)n(CC(F)(F)F)c2C)cc1	.	.	.	-5%	13	200	-14	200	-16%
Cc1ccc(S(=O)(=O)CC(c2ccccc2)N2CCOCC2)cc1 (stereo not given)	9	104	94	-3%	-2	104	2	104	-5%
COc1ccc(Cl)cc1Nc1nc(-c2sc(NC(=O)c3ccco3)nc2C)cs1	.	.	.	1%	21	182	-21	182	-42%
Cc1sc(NC(=O)CN2CCOCC2)nc1-c1ccc2c(c1)CCN2S(=O)(=O)c1ccccc1	-8	77	85	-10%	16	59	-16	59	-82%
COc1cccc(CN(C)C(=O)c2ccc3nccnc3c2)c1	28	91	63	11%	17	162	-17	162	-43%

Compound profiles, as listed above.
`CS(=O)(=O)N1CCCC(C(=O)NCc2ccccc2Cl)C1` (stereo not given) in the list: MRP reversal = 1; MRP reversal cytotoxicity = 94; MRP reversal with doxorubicin = 92; Bcl-B TR3 displacers = -5%; NFkB transloc pot = -4; NFkB transloc pot cell count 2 µM = 116; IL1B NFkB inh = 4; IL1B NFkB inh cell count 2 µM = 116; PLAP inhibitors HTS = 15%
`CN(C)c1nn(C(=O)Nc2ccc(Cl)cc2Cl)cc1-c1ccccc1` in the list: MRP reversal = .; MRP reversal cytotoxicity = .; MRP reversal with doxorubicin = .; Bcl-B TR3 displacers = -5%; NFkB transloc pot = -4; NFkB transloc pot cell count 2 µM = 173; IL1B NFkB inh = 4; IL1B NFkB inh cell count 2 µM = 173; PLAP inhibitors HTS = -2%

(cont.)
SMILES	MRP reversal	MRP reversal cytotoxicity	MRP reversal with doxorubicin	Bcl-B TR3 displacers	NFkB transloc pot	NFkB transloc pot cell count 2 µM	IL1B NFkB inh	IL1B NFkB inh cell count 2 µM	PLAP inhibitors HTS
CCOC(=O)Cc1cc(=O)c2c(=O)n(-c3ccccc3)[nH]c2[nH]1	5	104	100	1%	6	163	-6	163	4%
O=C(N/N=C/c1cccnc1)c1cc2c(ccc3ccccc32)o1	.	.	.	-26%	0	182	0	182	-26%
CSc1nc(N)nc(SCCS(=O)(=O)c2ccc(Cl)cc2)c1C#N	-9	3	11	.	11	127	-11	127	.
O=c1[nH]c2c(s1)C(c1ccco1)C1C3CCC(C3)C1S2 (stereo not given)	-6	80	86	-9%	2	157	-2	157	-14%
COCCN(C(=O)c1cccc(OC)c1)c1nnc(-c2ccncc2)s1	10	85	75	11%	-15	132	15	132	-2%
CC(C)CCNC(=O)C12CN(Cc3ccccc3)CC1C(c1cccc([N+](=O)[O-])c1)=NO2 (stereo not given)	.	.	.	-2%	0	194	0	194	-12%
N#Cc1cn(CC(=O)N2CCCc3ccccc32)c2ccccc12	-16	53	69	.	-4	151	4	151	.
CC(C)Nc1nc(NC(C)C)nc(OCCOC(=O)Nc2ccccc2)n1	9	72	63	-9%	-23	39	0	141	19%
O=C(NCc1ccco1)c1ccc2c(c1)C(=O)c1ccccc1-2	-20	62	82	1%	-5	123	4	123	-57%
CCOc1ccc2cc(C#N)c(SCC(=O)OC)nc2c1	-1	84	85	12%	-5	126	5	126	1%
O=S(N1CCCCCC1)C12CC3CC(CC(C3)C1)C2 (stereo not given)	3	90	87	-12%	-5	87	5	87	-54%
CC1(C)CC(=O)NC=C(c2ccccc2)C1	-6	72	78	7%	.	.	.	.	6%
CCOc1cc(/C=N/n2cnnc2)ccc1OCC(=O)Nc1ccccc1OC	-20	76	96	7%	6	134	-6	134	3%
CCc1ccc(NC(=O)CSc2nc3ccccc3c(=O)n2CCN2CCOCC2)cc1	.	.	.	-11%	-5	140	5	140	-77%
Cc1cccc(NS(=O)(=O)c2cc(OCC(N)=O)c(C)cc2Cl)c1	25	100	74	.	-1	163	1	163	.
CCOc1ccccc1NC(=O)c1cccnc1	13	87	74	.	-7	81	7	81	.
CC(C)(C)OC(=O)Cn1c(=O)cnc2ccccc21	6	94	88	3%	16	201	-16	201	14%
COc1ccccc1Nc1nc2c(C)cccc2cc1C#N	.	.	.	14%	0	100	0	100	5%
Cc1cccc(C)c1NC(=O)CSCC(=O)O	-1	104	105	0%	.	.	.	.	-4%
CCCCOC(=O)C1CCCC(C)N1 (stereo not given)	21	106	86	-17%	-9	194	9	194	13%
O=C(Nc1cc(C(F)(F)F)ccc1N1CCOCC1)c1cccnc1	3	90	87	-4%	29	131	-29	131	9%
CCN(Cc1ccncc1)C(=O)C1CCN(S(=O)(=O)c2cccs2)CC1	28	106	77	-1%	-4	151	4	151	-46%
O=C(Nc1ccc2c(c1)OCO2)c1cccs1	1	80	79	-8%	-4	116	4	116	5%
CCOC(=O)N1CCC(NC(=O)c2ccc3c(c2)N(C)CCS3)CC1	-28	37	65	.	-3	144	3	144	.
Cc1[nH]nc(-c2ccc(OCc3cnn(-c4ccccc4)c3)c(C)c2O)c1Oc1ccccc1	.	.	.	-1%	14	120	-14	120	-4%
COc1ccccc1S(=O)(=O)n1cc(Cc2ccccc2)c(N)n1	-19	96	115	.	29	133	-29	133	.
Cc1cc(NC(=O)CCSc2nc(-c3ccco3)cc(C(F)(F)F)n2)n(-c2ccccc2)n1	4	80	76	.	-1	147	0	147	.
Cn1c(N)c(C(=O)COC(=O)C2(c3ccccc3F)CCCC2)c(=O)n(C)c1=O	-8	77	84	-1%	-1	141	0	141	-52%
O=C(NCCO)c1cc2c(s1)CCC2	11	98	87	-5%	12	148	-12	148	19%
CC1(C)CC(=O)C(C=NCC(N)=O)=C(O)C1	.	.	.	17%	3	133	-3	133	-15%
O=C1CC(N2CCN(c3ccccc3)CC2)C(=O)N1c1ccc2c(c1)OCCO2 (stereo not given)	-10	99	109	-1%	4	125	-4	125	-15%
O=C(Nc1ccc(Cl)cn1)c1ccc2ccccc2n1	-19	44	63	-4%	-16	65	16	65	6%
CCc1cc(=O)oc2cc(OC(C)=O)cc(OC(C)=O)c12	8	86	78	-13%	-8	102	8	102	-7%
O=C(COc1ccc(Cl)cc1)N1CCN(S(=O)(=O)c2ccccc2)CC1	-9	102	111	0%	3	68	-4	68	-7%
CCCn1c(=O)n(C)c(=O)c2c(SCc3cc(C(C)=O)ccc3OCC)nc(C3CC3)nc21	.	.	.	.	5	160	-5	160	.
Cc1ccc(NC(=O)Cn2nc(C)c3ccccc3c2=O)cc1F	12	100	88	3%	.	.	.	.	11%
CCOC(=O)c1oc2nc(C)c3c(c2c1N)CC(C)(C)OC3	-1	84	85	-2%	15	84	-15	84	-5%
CCc1nnc(NC(=O)CSc2nnc(C)n2-c2ccc(C)cc2)s1	-13	71	84	-3%	21	112	-21	112	-15%
Cc1cccc(NC(=S)NC(NC(=O)OCc2ccccc2)C(Cl)(Cl)Cl)c1 (stereo not given)	.	.	.	-5%	5	119	-4	119	-1%
COC(=O)CN(C(=S)Nc1ccccc1)C1CC(=O)N(c2ccc(OC)cc2)C1=O (stereo not given)	.	.	.	-4%	-5	151	5	151	-22%
COC(=O)c1c(NC(=O)c2ccc(Br)s2)sc2c1CCC2	-8	53	61	-16%	-10	123	10	123	-4%
CCCCNC(=O)CN1C(=O)C(CC)Oc2ccc(Cl)cc21 (stereo not given)	5	95	90	-7%	17	113	-17	113	2%
Cn1c(NC(=O)CC(C)(C)C)cc(=O)n(C)c1=O	8	93	85	-3%	.	.	.	.	3%
CCCC1(CCC)NC(=O)N(CC(=O)Nc2cccc(OC)c2)C1=O	-1	102	102	0%	16	198	-16	198	21%
CCOC(=O)c1cc(NC(=O)c2c(C)noc2C)cc(C(=O)OCC)c1	6	81	75	-12%	3	149	-3	149	-1%
Cc1ccc(C(C(=O)NC2CCCC2)N(Cc2ccc(F)cc2)C(=O)c2csnn2)o1 (stereo not given)	-15	46	62	31%	-4	190	4	190	3%
COC(=O)C1=C(C)N(Cc2ccco2)C(=O)C1	6	87	81	16%	9	176	-9	176	-63%
C[C@H](N)c1nnc(SCC(=O)N(C)C)o1	.	.	.	22%	14	100	-14	100	11%
O=C(c1cccc(S(=O)(=O)NCc2ccccc2)c1)N1CCN(Cc2ccccc2)CC1	5	95	89	-4%	11	171	-11	171	-82%
CCn1nnc(NC(=O)c2c(OC)cccc2OC)n1	.	.	.	-8%	10	138	-10	138	8%

(further entries)
SMILES	MRP reversal	MRP reversal cytotoxicity	MRP reversal with doxorubicin	Bcl-B TR3 displacers	NFkB transloc pot	NFkB transloc pot cell count 2 µM	IL1B NFkB inh	IL1B NFkB inh cell count 2 µM	PLAP inhibitors HTS
CCCC(=O)Nc1nnc(Sc2ccc(N(C)C)cc2)s1	-2	98	101	-2%	-6	165	6	165	24%
O=C(CSc1nccc(=O)[nH]1)Nc1ccc(Br)c(Cl)c1	14	97	83	-10%	-6	101	6	101	-2%
Cc1ccc(S(=O)(=O)N2CCC(C(=O)N3CCC[C@H]3C(=O)NCc3ccco3)CC2)cc1	-1	80	81	3%	.	.	.	.	-16%
Clc1ccc(OCc2nn3c(C4CCCCC4)nnc3s2)cc1	-14	82	96	-4%	3	157	-3	157	-24%
NC(=O)/C=C\C(=O)Nc1cccc(C(F)(F)F)c1	.	.	.	2%	-94	24	-30	144	-2%
